# Compound activity as filed in PubChem.
# MBNL1-CUG inh – inhibitors of human MBNL1 binding to CUG repeat RNA; Q9NR56; TR-FRET MBNL1-His/biotin-(CUG)12 binding, 665/545 ratio; Potency, µM (titrated, usually from 57.5 µM), without a hit: at the highest dose activity change, negative = inhibition, hits mostly inhibitors; 280,000 tested, 0.036% active; active = well fitted inhibition curve with a large enough effect in the signal ratio, with a control signal flat, not every such curve was filed as active; inconclusive = small, poorly fitted or top-dose-only effect, or effect the other way, or a change in a side signal; inactive = no such curve, though single readings can be large or run the other way; the % refers to the signal ratio; note: potency is the fitted concentration of half-maximal effect; % is set by controls: 0 for no effect and ±100 for the full control effect
# Target sequence (Q9NR56 whole entry, looked up): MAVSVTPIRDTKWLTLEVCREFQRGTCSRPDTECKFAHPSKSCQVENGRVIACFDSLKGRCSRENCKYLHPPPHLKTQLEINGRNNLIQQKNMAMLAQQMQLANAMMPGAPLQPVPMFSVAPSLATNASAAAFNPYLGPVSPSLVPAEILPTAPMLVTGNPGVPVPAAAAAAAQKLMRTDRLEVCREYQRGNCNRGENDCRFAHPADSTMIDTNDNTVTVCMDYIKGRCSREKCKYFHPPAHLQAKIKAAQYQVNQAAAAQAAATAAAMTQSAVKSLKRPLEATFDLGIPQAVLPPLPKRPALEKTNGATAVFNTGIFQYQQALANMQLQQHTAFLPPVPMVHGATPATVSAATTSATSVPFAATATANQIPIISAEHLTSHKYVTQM
#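 MBNL1-His + Biotin-(CUG)12, cpd titration 92 nM–58 uM; Tb anti-His Ab 0.055 ng/ul, SA-XL665 5 nM (final); 60 min RT; ratiometric 665/545 nm, Ex 340 nm; normalized to buffer and full-complex controls.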
# RORgamma inh – inhibitors of mouse ROR gamma transcriptional activity; Drosophila S2 Gal4-RORgamma UAS-luciferase reporter, 20 h; Potency, µM (titrated, usually from 53.6 µM), for the others: at the top dose activity change, negative = inhibition, hits mostly inhibitors; 310,000 tested, 5.4% active; AID 2551; note: potency is the fitted concentration of half-maximal effect; % is set by controls: 0 for no effect and ±100 for the full control effect; nearly all actives have a fitted effect of over 60% in size
#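 ROR gamma transcriptional activity was tracked as Gal4-UAS luciferase output in stably transfected Drosophila Schneider cells, with compound added 1 hr before 700 uM copper sulfate induction and a 20 hr ambient-temperature incubation.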
# Rab9 prom act – Rab9 promoter activation; 320,000 tested, 2.8% active; Potency, µM (top dose mostly 9.22 µM), inactives show at the top dose activation, negative = inhibition, hits mostly activators; Huh7 Rab9 promoter-luciferase reporter, luminescence, 24 h; note: potency is the fitted concentration of half-maximal effect; % of control where 0% means no effect; nearly all actives have a fitted effect of over 60% in size
#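 Luminescence from Amplite-detected luciferase (10 minutes, ambient) reports Rab9 promoter activation. Before that, stable Rab9-luciferase Huh7 cells (1500/well, reduced-serum OP-MEM I plus 10% FBS) were exposed to compound for 24 hours at 37C.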
# Menin MLL FP TR – inhibitors of human menin-MLL interaction, mutant MLL peptide | O00255 | Menin + Texas Red MLL mutant peptide, fluorescence polarization | Potency, µM (top dose mostly 61.6 µM), without a hit: at the top dose FP activity change, negative = inhibition, hits mostly inhibitors | 270,000 tested, 0.23% active | AID 1768; active = well fitted inhibition curve with a large enough effect in the polarisation, with a control signal flat, not every such curve was filed as active; inconclusive = small, poorly fitted or top-dose-only effect, or effect the other way, or a change in a side signal; inactive = no such curve, though single readings can be large or run the other way; the % refers to the polarisation; note: potency is the fitted concentration of half-maximal effect; % of control where 0% means no effect; many of its hits are not listed in these tables
# Gal4-VP16 FLuc – counter-screen for ROR gamma inhibitors: Gal4-VP16 reporter; 310,000 tested, 3.5% active; Drosophila S2 Gal4-VP16 UAS-luciferase, luminescence, 20 h; Potency, µM (highest dose often 53.6 µM), for the others: top-dose activity, negative = inhibition, actives largely listed as inhibitors;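 note: Gal4-VP16 expression switched on by copper sulfate through the metallothionein promoter; potency is the fitted concentration of half-maximal effect; % is set by controls: 0 for no effect and ±100 for the full control effect; nearly all actives have a fitted effect of over 50% in size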
# PKM2 activator – activators of human pyruvate kinase M2 | Potency, µM (titrated, usually from 57.5 µM), for inactives: top-dose activation, most hits filed as activators | 260,000 tested, 0.34% active | P14618 | purified PKM2, Kinase-Glo ATP luminescence, activation; response scale: 0% is enzyme alone, no compound; note: potency is the fitted concentration of half-maximal effect; % is set by controls: 0 for no effect and ±100 for the full control effect; nearly all actives have a fitted effect of over 55% in size
#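 Purified hPK-M2 (>95%) run at intermediate activity with 0.1 mM ADP and 0.5 mM PEP in 50 mM imidazole pH 7.2, KCl, MgCl2; 1 h room temperature. ATP formed read by Kinase-Glo luminescence; normalized to uninhibited and no-enzyme controls.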
# ELG1 DNA repair – blocks ELG1-dependent DNA repair in HEK293T cells. 330,000 tested, 2.3% active. HEK293T ELG1-luciferase reporter, luminescence, 16 h; DNA damage induced by 5-fluorouridine. Potency, µM (highest dose often 46.1 µM), inactives show at the highest dose activity change, negative = inhibition, hits mostly inhibitors; note: potency is the fitted concentration of half-maximal effect; % is set by controls: 0 for no effect and ±100 for the full control effect; nearly all actives have a fitted effect of over 55% in size
#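 Reporter activity after DNA damage by 5-fluorouridine is monitored. Compound-treated cells incubate 16 hr at 37 °C, then ONE-Glo is added for 30 min before luminescence reading.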
# FLuc modulator – firefly luciferase modulation, counter-screen for miR-21 project; P08659; purified FLuc, Km substrates, luminescence inhibition; Potency, µM (series often up to 57.5 µM), inactives show top-dose activity change, negative = inhibition, most hits filed as inhibitors; 360,000 tested, 6.9% active; AID 588342;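 note: potency is the fitted concentration of half-maximal effect; plate controls were vehicle for no effect and reference inhibitor for full effect; nearly all actives have a fitted effect of over 55% in size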
# Target sequence (P08659 whole entry, looked up): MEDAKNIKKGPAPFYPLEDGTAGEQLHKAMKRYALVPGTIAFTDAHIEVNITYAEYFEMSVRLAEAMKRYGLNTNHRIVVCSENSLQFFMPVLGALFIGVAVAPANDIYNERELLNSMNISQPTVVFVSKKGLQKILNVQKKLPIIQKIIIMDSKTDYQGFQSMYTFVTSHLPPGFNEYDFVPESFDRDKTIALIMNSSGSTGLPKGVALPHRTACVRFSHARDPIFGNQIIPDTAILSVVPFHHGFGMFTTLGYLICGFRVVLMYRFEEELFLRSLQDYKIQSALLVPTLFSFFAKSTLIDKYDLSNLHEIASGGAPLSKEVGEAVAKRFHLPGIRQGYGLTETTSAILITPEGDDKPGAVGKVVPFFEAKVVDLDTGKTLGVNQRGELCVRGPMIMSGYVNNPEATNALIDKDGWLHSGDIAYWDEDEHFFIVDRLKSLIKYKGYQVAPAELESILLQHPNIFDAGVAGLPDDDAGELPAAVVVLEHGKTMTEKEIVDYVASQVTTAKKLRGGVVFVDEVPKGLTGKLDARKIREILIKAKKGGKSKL
#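 Purified P. pyralis luciferase, 10 nM final, with Km-level 10 uM D-luciferin and 10 uM ATP in 50 mM Tris acetate pH 7.5, 10 mM Mg acetate, 0.01% Tween-20, 0.05% BSA; 6-point qHTS titration about 60 µM downward; luminescence read.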
# KCNH2 3.1 inh – blocks the human KCNH2 3.1 channel isoform. activity change, % (tested at about 1.8 µM). U2OS KCNH2 3.1, thallium flux FluxOr; stronger effect = lower value. 340,000 tested, 0.95% active. AID 720553;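 active = maximum activity change below -70%; inconclusive = maximum activity change from -70% to -50%; inactive = maximum activity change above -50%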;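 note: thallium influx rate constant from kinetic fluorescence after stimulation buffer; % is set by controls: 0 for no effect and ±100 for the full control effect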
#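 Virally transduced U2OS (3.1 isoform, 4 h infection in dark at RT) → overnight 37 C → FluxOr + Red40 in HBSS/HEPES, 45 min → stimulation buffer, 2 min kinetic read → rate constant vs DMSO controls.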
# NPC1 prom act – activators of NPC1 promoter; Huh7 NPC1 promoter luciferase reporter, 24 h; Potency, µM (doses to about 9.22 µM), for inactives: at the top dose activation, most hits filed as activators; 320,000 tested, 2.4% active; AID 485313;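 note: potency is the fitted concentration of half-maximal effect; % of control where 0% means no effect; nearly all actives have a fitted effect of over 60% in size; reporter is driven by a mutant NPC1 promoter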
#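 Luminescence from an NPC1 promoter-driven luciferase reporter in stably transfected Huh7 cells was measured after 24 h compound treatment at 37 °C, followed by 10 min ambient incubation with luciferase detection reagent.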
# Mito fusion act – mitochondrial division inhibition or fusion activation. Potency, µM (top dose mostly 46.1 µM), without a hit: at the top dose growth rescue (activation), actives largely listed as activators. 320,000 tested, 0.23% active. S. cerevisiae fusion-defective mutant growth rescue, CellTiterGlo 48 h;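 note: potency is the fitted concentration of half-maximal effect; % of control where 0% means no effect; nearly all actives have a fitted effect of over 45% in size; temperature-sensitive fusion mutants such as fzo1-1 at 37 °C on non-fermentable ethanol glycerol medium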
#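 Yeast fusion mutant, YPEG (non-fermentable carbon), compound, 48 h at 37C non-permissive; CellTiterGlo added, 10 min RT, luminescence read. Rescued growth = division inhibition.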
# Starred values were filed as active, the others as inactive; ? = inconclusive; . = no result given; [ ] = another dose, or the depositor's remark. Unless noted, calls come from the whole dose curve; as a rule, active = well fitted curve in the direction sought with a large enough effect; inconclusive = small, poorly fitted or top-dose-only effect, or another doubt; inactive = no such curve, though single readings can be large; an effect the other way counts as inactive or inconclusive. The list is partial, so the mix of outcomes need not match the whole.
SMILES,MBNL1-CUG inh,RORgamma inh,Rab9 prom act,Menin MLL FP TR,Gal4-VP16 FLuc,PKM2 activator,ELG1 DNA repair,FLuc modulator,KCNH2 3.1 inh,NPC1 prom act,Mito fusion act
N#Cc1c(-c2cccnc2)c2c([nH]c1=O)-c1ccccc1OC2,?,-3%,1%,.,-1%,-4%,-3%,4%,24,-5%,1%
CCOc1ccc(NC(=O)NC23CC4CC(CC(C4)C2)C3)cc1,.,11%,12%,0%,-6%,-22%,?,?,.,15%,?
CCNC(=O)c1ccccc1NC(=O)c1cccc(S(=O)(=O)N2CCOCC2)c1,-9%,3%,-11%,-3%,-4%,0%,-12%,-1%,-23,-2%,-5%
O=C(c1ccc(Cl)cc1)C1CCCN(Cc2cccn2-c2ccccn2)C1 (stereo unspecified),3%,-10%,-1%,?,1%,-6%,?,0%,-105*,-2%,0%
CN(C)C(=O)C12CCC(C)(C(=O)C1Br)C2(C)C (stereo unspecified),-1%,-9%,-1%,.,-4%,-4%,0%,-2%,3,2%,-5%
CC(=O)c1ccc(NC(=O)Cn2cnc(S(=O)(=O)N3CCCC3)c2)cc1,1%,-22%,-1%,.,-5%,.,18%,-1%,14,2%,-2%
Cc1ccccc1CSc1[nH]c(=O)ncc1C,-7%,0%,-2%,-9%,-7%,.,0%,-2%,1,-1%,?
Oc1cccc(NC(=S)N=Nc2c(O)[nH]c3ccc(Br)cc23)c1,?,-40%,-1%,.,-7%,-3%,?,-11%,-5,1%,11%
N#Cc1ccc(-c2nnnn2-c2ccc3c(c2)OCO3)cc1,-8%,15%,2%,5%,0%,-2%,13%,3%,?,-3%,3%
CC(=O)C1=C(O)C(=O)N(Cc2ccco2)C1c1ccccc1 (stereo unspecified),4%,0%,4%,-6%,0%,15%,?,3%,-5,19%,-1%
CCOc1cccc(CN2CCC(n3nccc3NC(=O)C3CC3)CC2)c1O,-1%,-3%,0%,.,7%,0%,-4%,-1%,-40,-1%,1%
COc1ccc(/C=C2\Sc3ccc(C(=O)NC4CC4)cc3N(C)C2=O)cc1OC,?,0%,-3%,26%,-4%,.,12µM*,-17%,-3,1%,20%
Cc1nnc(SCC(=O)NCCOc2ccc(Cl)cc2)n1-c1ccccc1,-7%,15%,11%,-18%,-8%,-14%,?,-2%,-6,9%,1%
CCN(CC(=O)Nc1c(F)cccc1F)C(=O)c1cn2ccccc2n1,.,.,1%,.,.,.,6%,5%,10,-4%,-3%
COc1cc(CCC(=O)OCC(=O)Nc2sccc2C(N)=O)cc(OC)c1OC,.,.,-18%,.,.,.,-9%,2%,14,-15%,-1%
CCOC(=O)c1[nH]c(C)c(C(=O)OCCN2C(=O)c3ccccc3C2=O)c1C,-8%,-44%,12%,18%,?,-16%,7%,-1%,2,7%,-3%
COc1cc(/C=C/C(=O)OCC(=O)NC(=O)NC(C)C)ccc1OCC#N,?,25%,-5%,-15%,7%,-1%,-17%,0%,-1,-5%,-5%
COC(=O)c1sc2ncccc2c1OCc1cccc(Cl)c1,-6%,0%,-11%,12%,5%,1%,?,0%,-18,1%,1%
CC1=C(C(=O)OCc2ccccc2)C(c2ccsc2)C(C#N)=C(N)O1 (stereo unspecified),-8%,30%,-2%,1%,4%,-9%,?,1%,-30,0%,1%
O=C(CN1CCCCCC1)N/N=C/c1ccc2ccccc2c1,?,-24%,-2%,-22%,-15%,1%,?,?,-49,12%,3%
CC(Oc1ccc2c(c1)c1ccnc3c4ccccc4c(=O)n2c13)C(=O)NCCN1CCOCC1 (stereo unspecified),1%,-43%,-7%,?,?,0%,?,1%,12,1%,-6%
Cc1nc(NCCc2ccccc2)c(C#N)c(C)c1[N+](=O)[O-],?,36%,4%,-17%,-30%,3%,?,4%,8,0%,12%
C/C(=N\NC(=O)Nc1ccccc1)c1ccc2ccccc2c1,.,-12%,0%,14%,?,4%,12%,4%,-6,9%,-3%
CN/C=C1\C(=O)C(C)(C)Oc2ccc3ccc(=O)oc3c21,25%,-24%,-5%,1%,3%[0.365 µM],-5%,-4%,-2%,0,0%,3%
CCOc1ccc(-c2ccc(SCC(=O)N3CCOCC3)nn2)cc1,-12%,-42%,?,5%,?,-8%,?,3.4µM*,-10,?,-1%
SMILES,MBNL1-CUG inh,RORgamma inh,Rab9 prom act,Menin MLL FP TR,Gal4-VP16 FLuc,PKM2 activator,ELG1 DNA repair,FLuc modulator,KCNH2 3.1 inh,NPC1 prom act,Mito fusion act
COc1ccc(OCC(=O)N2CCC3(CC2)CC(=O)c2ccccc2O3)cc1,.,.,-2%,.,.,.,-8%,1%,?,-1%,-5%
COC(=O)C1CCCN1S(=O)(=O)c1ccc2ccccc2c1 (stereo unspecified),4%,-7%,-6%,-3%,4%,3%,5%,2%,16,-1%,-5%
COC(=O)c1ccc(-c2ncc[nH]2)cc1,-2%,13%,2%,-11%,-10%[10 µM],-14%,?,?,-19,-1%,1%
CCCn1ncc(/C=N/O)c1C,6%,-6%,-2%,.,-16%,3%,?,4%,18,-2%,-3%
Cc1ccc2c(C)nc(NC3=NCN(CCc4ccccc4)CN3)nc2c1,-11%,6%,0%,-13%,-4%,3%,?,0%,.,2%,3%
COCCNS(=O)(=O)c1ccc2c(c1)C(=NO)c1cc(S(=O)(=O)NCCOC)ccc1-2,?,10%,-9%,.,-3%,10µM*,-11%,-2%,9,-4%,-4%
Cc1cc(/C=N/NC(=O)c2ccncc2)c(C)n1-c1cccc(C(F)(F)F)c1,8%,?,-5%,.,?,6%,5%,-2%,4,-2%,3%
COC(=O)COc1ccc(S(=O)(=O)NCc2ccco2)cc1Cl,-1%,-19%,-4%,-24%,-13%,1%,18%,0%,4,2%,0%
Cc1cc(=O)[nH]c(SCC(=O)/C=C2\N(C)c3ccccc3C2(C)C)n1,.,?,-3%,?,?,0%,-8%,1%,-1,-7%,-3%
O=C(CSc1nnc(NC(=O)c2c(F)cccc2F)s1)NCc1ccco1,.,.,2%,.,.,.,?,-17%,4,-3%,4%
CCC(C)NC(=O)CSc1nc2c(sc(=S)n2-c2cc(Cl)ccc2OC)c(=O)[nH]1 (stereo unspecified),-3%,20%,0%,?,-6%,.,-6%,0%,5,-5%,2%
COc1ccc(-c2c(NC(=O)C(C)C)n(C)c3ccccc3c2=O)cc1,-4%,2%,1%,7%,6%,1%,8%,1%,3,3%,2%
Cc1ccccc1NC(=O)c1c([N+](=O)[O-])c(C(C)(C)C)nn1C,-11%,-1%,2%,2%,-4%,8%,-8%,4%,5,3%,2%
Cc1cnccc1CN(C)C(=O)CC1C(=O)NCCN1CC1CCCCC1 (stereo unspecified),8%,1%,-4%,8%,-3%,5%,-19%,0%,-9,-4%,2%
Cc1cc[n+](CC(=O)c2cc3ccccc3oc2=O)cc1,?,-13%,25%,-5%,?,-4%,?,24µM*,.,1%,-3%
O=C(Cc1c[nH]c2ccccc12)NCc1ccccc1F,0%,10%,27%,-1%,-3%,15%,17%,?,4,15%,-4%
CC1CCN(Cc2c(C(=O)N/N=C/c3ccc(OC(C)C)cc3)nnn2-c2nonc2N)CC1,10%,-10%,3%,27%,-6%,-1%,-14%,-14%,-112*,1%,-15%
COc1nnc(-c2ccc(N3CCOCC3)c(NC(=O)c3ccco3)c2)c2ccccc12,-2%,-15%,-4%,-8%,-2%,10%,?,1%,0,-2%,2%
COc1cc(C=NCC2OCCc3ccccc32)cc(OC)c1 (stereo unspecified),5%,1%,-2%,-5%,-1%,-6%,7%,2%,5,2%,-1%
COc1ccc(NC(=O)Cc2ccccc2F)cn1,-4%,1%,12%,0%,-3%,3%,0%,-10%,10,1%,0%
Cc1ccc(NC(=O)[C@@H]2CCCN2S(=O)(=O)c2ccccc2F)cc1,-6%,-21%,1%,.,2%,-1%,1%,-2%,-6,1%,-1%
CCc1ccc(CC)c(S(=O)(=O)Nc2ccc(O)c(C(=O)O)c2)c1,-8%,21%,-4%,48%[activator],-5%,4%,-12%,4%,10,-5%,1%
O=C1S/C(=C\C=C\c2ccco2)C(=O)N1c1ccc(O)cc1,?,10%,?,?,-2%,16%,?,15µM*,6,26%,1%
CC(C)(C)c1ccccc1OCC(O)CN1CCN(c2ccccn2)CC1 (stereo unspecified),-4%,1%,-4%,?,-13%,0%,-10%,-1%,2,-6%,0%
COc1cc(NC(=O)C2CC(=O)N(CCc3ccccc3)C2)cc(OC)c1 (stereo unspecified),.,.,-2%,.,.,.,3%,4%,8,-4%,2%
